POLB inh = inhibitors of human DNA polymerase beta. P06746. Pol beta primer extension/strand displacement, fluorescence kinetic. Potency, µM (top dose mostly 114 µM), for the others: at the top dose activity change, negative = inhibition, hits mostly inhibitors. actives 1.3% (n = 340,000); note: % is set by controls: 0 for no effect and ±100 for the full control effect
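Human Pol beta at 10 nM; strand-displacement substrate 50 nM final. Compound exposure 15 min at room temperature before start, reaction 10 min at room temperature.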
APE1 inh = APE1 (human) endonuclease inhibition; recombinant APE1, TAMRA/BHQ-2 abasic DNA cleavage fluorescence; Potency, µM (top dose mostly 65.8 µM), without a hit: top-dose activity change, negative = inhibition, actives largely listed as inhibitors; actives 0.35% (n = 350,000); AID 2517;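 note: plate controls were vehicle for no effect and reference inhibitor for full effect; nearly all actives have a fitted effect of over 55% in size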
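0.75 nM APE1 + cpd, 15 min RT; start w/ 50 nM TAMRA/BHQ-2 THF-abasic dsDNA; kinetic fluor 525/598 nm ×3 reads @60 s; Δ(read3−read1); normalized to DMSO and NSC13755 control wells.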
BLM inh = Bloom syndrome helicase (human) inhibition. Potency, µM (series often up to 56.1 µM), for inactives: at the top dose activity change, negative = inhibition, usual class: inhibitors. P54132. recombinant BLM DNA unwinding, fluorescence dequenching. actives 0.2% (n = 350,000);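 note: plate controls were vehicle for no effect and no enzyme for full effect; nearly all actives have a fitted effect of over 35% in size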
Pol kappa inh = blocks human DNA polymerase kappa activity; Q9UBT6; purified Pol kappa, fluorescent DNA synthesis assay, 10 min; Potency, µM (titrated, usually from 107 µM), for inactives: at the highest dose activity, negative = inhibition, actives largely listed as inhibitors; actives 0.53% (n = 400,000); AID 588579; note: % is set by controls: 0 for no effect and ±100 for the full control effect
Target sequence (Q9UBT6 whole entry, looked up): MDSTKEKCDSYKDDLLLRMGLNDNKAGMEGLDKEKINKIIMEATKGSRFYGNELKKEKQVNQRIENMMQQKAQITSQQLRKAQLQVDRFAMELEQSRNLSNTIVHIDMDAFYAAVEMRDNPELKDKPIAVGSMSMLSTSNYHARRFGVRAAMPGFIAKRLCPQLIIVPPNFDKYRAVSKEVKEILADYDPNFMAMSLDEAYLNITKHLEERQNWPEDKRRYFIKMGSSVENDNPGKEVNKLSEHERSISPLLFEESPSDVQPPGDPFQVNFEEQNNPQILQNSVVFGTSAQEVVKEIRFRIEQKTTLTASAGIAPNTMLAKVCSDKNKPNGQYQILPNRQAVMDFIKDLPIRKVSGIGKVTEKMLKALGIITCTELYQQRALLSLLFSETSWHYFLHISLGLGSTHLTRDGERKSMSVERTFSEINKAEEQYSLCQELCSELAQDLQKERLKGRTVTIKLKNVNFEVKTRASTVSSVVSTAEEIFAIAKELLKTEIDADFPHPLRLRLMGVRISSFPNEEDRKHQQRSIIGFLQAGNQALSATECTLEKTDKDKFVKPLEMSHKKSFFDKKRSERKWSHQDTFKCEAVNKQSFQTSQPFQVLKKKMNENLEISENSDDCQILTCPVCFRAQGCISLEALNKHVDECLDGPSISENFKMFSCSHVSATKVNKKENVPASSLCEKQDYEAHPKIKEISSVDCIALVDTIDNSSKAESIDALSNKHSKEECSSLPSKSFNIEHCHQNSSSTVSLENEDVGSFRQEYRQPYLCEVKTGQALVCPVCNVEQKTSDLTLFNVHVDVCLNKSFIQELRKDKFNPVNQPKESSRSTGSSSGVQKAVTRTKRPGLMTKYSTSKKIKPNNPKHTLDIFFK
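Activity was followed as the change in fluorescence between reads at 0 and 10 min after starting the reaction with 50 nM substrate. Beforehand, 10 nM polymerase had been preincubated with compound for 15 min at room temperature.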
Anesthetic bind = candidate novel general anesthetic via apoferritin binding. P02791. apoferritin/1-aminoanthracene competitive binding, fluorescence. Potency, µM (titrated, usually from 77.5 µM), for the others: top-dose activity change, negative = displacement, usual class: inhibitors. actives 0.074% (n = 350,000). AID 485281; note: % is set by controls: 0 for no effect and ±100 for the full control effect; nearly all actives have a fitted effect of over 20% in size
Target sequence (P02791 2-175 limits assumed): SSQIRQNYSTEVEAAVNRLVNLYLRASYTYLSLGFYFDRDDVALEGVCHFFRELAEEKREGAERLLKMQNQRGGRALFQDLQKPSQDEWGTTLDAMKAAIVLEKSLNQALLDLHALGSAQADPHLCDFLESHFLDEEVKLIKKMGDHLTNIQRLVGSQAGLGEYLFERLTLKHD
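Read-out: endpoint 1-AMA fluorescence, excitation 380 nm and emission 535 nm, after compounds sit 10 min at room temperature with 10 uM horse-spleen apoferritin in 50% saturated 1-AMA/PBS. Values come from four-parameter Hill fits.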
BAZ2B inh = blocks human BAZ2B; Q9UIF8; AlphaScreen BAZ2B-H3K14Ac peptide displacement; Potency, µM (titrated, usually from 114 µM), for the others: at the highest dose activity change, negative = inhibition, most hits filed as inhibitors; actives 4.4% (n = 360,000); note: % is set by controls: 0 for no effect and ±100 for the full control effect; nearly all actives have a fitted effect of over 60% in size
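Multi-concentration screen (max 110 uM) measuring displacement of acetylated histone H3 peptide from BAZ2B by AlphaScreen, using 50 nM protein, 50 nM peptide and 10 ug/mL streptavidin donor plus Ni-chelate acceptor beads.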
POLH inh = inhibitors of human DNA polymerase eta. recombinant Pol eta, fluorescent DNA replication assay. Potency, µM (top dose mostly 114 µM), inactives show at the highest dose activity change, negative = inhibition, hits mostly inhibitors. actives 1.2% (n = 390,000). Q9Y253; note: % is set by controls: 0 for no effect and ±100 for the full control effect
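Pol eta at 10 nM preincubated with compounds 15 min at room temperature; reaction started with fluorescent substrate (50 nM final) and read kinetically at 0 and 10 min.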
Pol iota inh = DNA polymerase iota (human) inhibition. Q9UNA4. Pol iota fluorescent replication assay, 10 min. Potency, µM (series often up to 115 µM), inactives show at the top dose activity, negative = inhibition, most hits filed as inhibitors. actives 1% (n = 390,000)
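Pol iota at 10 nM preincubated 15 min with compounds at room temperature; reaction started with fluorescent substrate, 50 nM final. Fluorescence read kinetically at 0 and 10 min; buffer-only wells as negative control.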
G9a inh = blocks human histone lysine methyltransferase G9a. actives 8.8% (n = 350,000). G9a H3K9 monomethylation, AlphaScreen, 2 h. Potency, µM (series often up to 102 µM), for the others: at the highest dose activity, negative = inhibition, usual class: inhibitors. AID 504332. Q96KQ7; note: % is set by controls: 0 for no effect and ±100 for the full control effect; nearly all actives have a fitted effect of over 75% in size
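AlphaScreen read-out: biotin-H3K9 peptide (500 nM) methylation by 20 nM enzyme with 20 uM SAM, 2 h at room temperature after 15 min compound preincubation; anti-monomethyl H3K9 antibody plus donor/acceptor beads, 10 min dark.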
Active calls of the source: *; ? = inconclusive; / = not tested or not shown; & = joins results of further samples; [ ] = remark or other dose. Calls come from the whole dose curve; as a rule, active = well fitted curve in the direction sought with a large enough effect; inconclusive = small, poorly fitted or top-dose-only effect, or another doubt; inactive = no such curve, though single readings can be large; an effect the other way counts as inactive or inconclusive. Potency is the fitted concentration of half-maximal effect.

SMILES	POLB inh	APE1 inh	BLM inh	Pol kappa inh	Anesthetic bind	BAZ2B inh	POLH inh	Pol iota inh	G9a inh
O=C1c2ccccc2NC(c2ccccc2)N1/N=C/c1ccccc1 (stereo unspecified)	-10.4%	-4.5%	-5.6%	-10.8%	-21.4%	-11.8%[57.1 µM]	-15.0%	-2.6%	19.6%
Cc1ccc(OCc2nc(-c3cccs3)no2)c([N+](=O)[O-])c1	-19.5%	-2.8%	-4.4%	-19.2%	?	0.2%	-14.5%	40.7%[activator]	16.9%
Cc1cccc(C)c1NC(=O)c1ccc([N+](=O)[O-])s1	-4.5%	7.0%	-4.5%	-0.9%	-19.5%	-21.0%	-12.2%	25.7%	2.9%[59 µM]
COc1cccc(CN2CCN(Cc3cccc(Oc4ccccc4)c3)CC2)c1OC	3.8%	-6.9%	-4.3%	-10.2%	0.7%	17.8µM*	-9.8%	-20.6%	3.98µM*
Cc1ccc(-n2c(C)cc(/C=N/NC(N)=S)c2C)cc1	6.1%	4.2%	-7.7%	-18.8%	-10.0%	?	-16.7%	-1.4%	?
CC(C)(C)c1cc(N)n2nc(C(C)(C)C)cc2n1	-3.0%	2.5%	-2.7%	-10.8%	-9.2%	-24.0%	-11.6%	-6.5%	7.9%
COC(=O)c1ccccc1NC(=O)C1CC(=O)N(c2ccc(C)c(C)c2)C1 (stereo unspecified)	0.3%	-1.0%	-3.9%	-2.3%	-22.6%	3.5%	-6.7%	10.3%	8.5%
CN(C(=O)CSc1nnc(Nc2ccccc2)s1)c1c(N)n(Cc2ccccc2)c(=O)[nH]c1=O	1.2%	-1.2%	-0.8%	-5.8%	-14.2%	-2.4%	-27.4%	-1.4%	?
O=C(NCc1ccccc1C(F)(F)F)c1cccc2c1C(=O)c1ccc(N3CCCCC3)cc1S2(=O)=O	/	-4.8%	/	-2.7%	/	/	-6.0%	2.9%	/
Cn1c(SCC(=O)C(C)(C)C)nnc1-c1ccncc1	2.5%	1.8%	-0.8%	0.5%	-17.6%	-1.0%	-11.0%	13.5%	2.0%[59 µM]
CCOC(=O)C1CCCN(C(=O)Cn2nc(CC)n3c(cc4sccc43)c2=O)C1 (stereo unspecified)	-0.1%	-0.9%	0.0%	-8.9%	-16.7%	-2.7%	-16.1%	-9.8%	6.0%
O=C(CSc1nnc(COc2ccccc2)n1Cc1ccco1)Nc1ccc2c(c1)OCCO2	-18.2%	-5.4%	-9.9%	3.5%	2.8%	?	-15.7%	7.6%	-15.9%[59 µM]
Cc1cc[n+](CC2OCc3ccccc3CO2)cc1	60.8%	5.0%	-13.7%	5.2%	-5.0%	-13.0%	-11.1%	18.9%	/
Cc1ccc(S(=O)(=O)CC(=O)Nc2ccc(S(=O)(=O)Nc3ccccn3)cc2)cc1	9.8%	1.1%	-3.9%	0.1%	-4.9%	0.4%	-23.5%	-4.6%	6.5%
Cc1cc(C(=O)N2CCN(c3ccccc3)CC2)c2c(C)nn(-c3cccc(F)c3)c2n1	1.5%	/	0.1%	4.4%	?	8.6%[57.1 µM]	-12.1%	11.8%	-6.6%[59 µM]
O=C(O)c1ncn(Cc2ccc(Br)cc2)c1C(=O)O	32.1%	14.4%	1.7%	-3.5%	-4.2%	31.6µM*	-9.2%	-21.4%	3.98µM*
Brc1ccc(-c2nnc(-c3ccco3)o2)cc1	9.3%	-0.5%	1.8%	-23.0%	-6.0%	11.3%	-6.7%	63.6%[activator]	-0.2%
COc1ccc(CCC(=O)Nc2ccc(Cl)c(S(=O)(=O)N3CCCC3)c2)cc1	-16.0%	8.3%	-6.0%	-12.4%	-1.1%	-1.7%	15.9%	-22.5%	4.7%[12.7 µM]
CSCCC(NC(=O)c1ccccc1Cl)C(=O)Nc1cccc(S(=O)(=O)N2CCCC2)c1 (stereo unspecified)	/	-8.6%	/	-8.9%	/	-9.5%	-8.3%	-5.2%	44.7µM*
CN(C)C=NC(=O)c1cc(C(=O)c2ccccc2)c[nH]1	4.1%	25.7%	-16.8%	-10.8%	-3.0%	-1.5%	4.1%	17.7%	/
CCCSc1nnc(NC(=O)Nc2ccc(C)cc2)s1	-0.5%	?	-0.9%	-8.1%	-9.0%	-14.0%	-6.0%	36.2%[activator]	-23.8%
O=C(Nc1ccc2c(c1)OCO2)NC1CCN(Cc2ccccc2)CC1	0.5%	-0.3%	-6.1%	-1.0%	2.0%	-11.5%	0.6%	?	1.5%[12.7 µM]
COc1ccc(-c2cc(C3C4C=CCC(C)C4C(=O)N3Cc3ccccc3)ccc2F)cc1 (stereo unspecified)	/	-5.1%	-7.4%	-14.1%	117.8%[activator]	/	/	-6.9%	/
COc1ccc(CN(C)CC(=O)Nc2cccc3ccccc23)cc1F	21.9%	15.3%	-3.6%	1.8%	2.9%	1.4%	-15.0%	0.1%	17.7%
Cc1ccc(C)c(S(=O)(=O)N2CCCOC2CNC(=O)C(=O)NCc2ccccc2)c1 (stereo unspecified)	-20.5%	12.0%	-2.6%	-2.0%	-20.2%	-5.9%	?	8.6%	7.8%
(next part)
SMILES	POLB inh	APE1 inh	BLM inh	Pol kappa inh	Anesthetic bind	BAZ2B inh	POLH inh	Pol iota inh	G9a inh
CCOc1ccccc1NC(=O)N1CCCC(c2nc(-c3ccc(C)o3)no2)C1 (stereo unspecified)	0.1%	4.6%	-3.8%	2.3%[60.1 µM]	-5.9%	-5.2%	-9.3%	5.3%	-2.8%
O=C(Cc1cccs1)NCCN1CCOCC1	-0.9%	1.8%	0.6%	-2.1%	-0.1%	-9.2%	-8.9%	6.9%	-2.9%[59 µM]
Cc1ccccc1NC(=O)Cc1nc(COC(=O)CSc2ccccc2)cs1	-6.1%	-7.5%	-5.7%	-15.0%	-19.2%	8.0%	-11.4%	29.6%	/
CCOc1ccc(Oc2ccc(C(F)(F)F)cc2NC(=O)C2=COCCO2)cc1	/	-10.7%	/	8.9%	/	3.6%	-19.1%	-2.6%	-11.5%[12.7 µM]
CCCC(=O)Nc1c(C(=O)N2CCN(c3ccccc3)CC2)oc2ccccc12	-11.6%	/	-0.1%	-2.5%	-3.6%	-14.0%	0.4%	14.4%	?
Cc1ccccc1N=C(N)Nc1ccccc1C	/	8.4%&2.1%&-7.9%	2.2%	?	-2.7%	-3.1%	-5.2%	19.1%	4.0%[12.7 µM]
Cc1ccc(S(=O)(=O)c2c(C)cc(C)nc2Oc2cccc(C)c2C)cc1	-12.3%	-5.2%	-7.6%	-20.9%	?	-29.5%	-20.9%	14.2%	6.8%[59 µM]
CC(C)(C)C1CCc2onc(C(=O)NCc3ccc(F)cc3)c2C1 (stereo unspecified)	5.4%	-4.4%	-11.4%	-14.9%	?	11.0%	-26.9%	1.8%	-3.1%[2.33 µM]
COc1ccc(OC)c(NC(=O)c2ccc3c(c2)c(C)c(C)n3Cc2ccc(F)cc2)c1	-3.0%	/	-6.6%	-1.1%	60.3%[activator]	25.1µM*	-7.3%	5.6%	?
O=S(=O)(c1ccc(Cl)cc1)N1CCN(C(=S)Nc2ccccc2F)CC1	-8.9%	1.3%	-2.9%	7.8%	-19.9%	-22.7%	-23.0%	14.8%	-25.9%
CCN1CCN(C(c2cccnc2)c2c(NC(=O)c3ccco3)sc(C)c2C)CC1 (stereo unspecified)	/	14.2%	/	9.7%	/	-7.5%	-12.1%	20.6%	?
O=C(NCCCn1ccnc1)/C(=C/c1cccs1)NC(=O)c1ccco1	24.4%	13.4%	0.3%	-6.7%	-0.1%	-17.3%	-1.1%	22.5%	/
O=C(NNS(=O)(=O)c1ccc2ccccc2c1)C1CCN(Cc2ccccc2)CC1	-0.5%	-3.5%	-7.3%	-2.7%	-12.8%	0.8%	-10.4%	-8.8%	-7.4%
CCOC(=O)C1=C(C)NC(SCC(N)=O)=C(C#N)C1c1cccs1 (stereo unspecified)	-0.3%	-1.8%	-1.2%	-2.9%	-20.7%	7.8%	-17.5%	-5.2%	-24.7%[12.7 µM]
Cc1cc(C)nc(N2C(=O)CC(C(=O)O)NC2=NCCc2c[nH]c3ccccc23)n1 (stereo unspecified)	15.7%	-0.8%	2.1%	-4.1%	-8.4%	/	-12.8%	-2.6%	-3.1%[59 µM]
CCOC(=O)Cc1nc(-c2cccc(C(F)(F)F)c2)no1	5.8%	-6.2%	-16.5%	-8.6%	?	42.5%[activator]	-14.5%	116.2%[activator]	49.2%
Cc1ccc(N(C)C(=O)Cn2nc(Cc3ccncc3)c3ccccc3c2=O)cc1C	32.7%	/	-2.0%	0.8%	-11.8%	-12.3%	-1.5%	19.5%	-0.5%[59 µM]
O=C(Nc1ccc(S(=O)(=O)NC2=NCCCCC2)cc1)c1cccc(S(=O)(=O)N2CCOCC2)c1	/	20.9%	/	-1.2%	/	/	-1.9%	69.3%[activator]	/
Cn1c(NCCO)nc2c1c(=O)n(Cc1ccccc1Cl)c(=O)n2C	8.8%	/	3.1%	-5.3%	-1.2%	-12.4%	-17.9%	17.1%	3.1%[59 µM]
COc1nc(Oc2ccc(=O)n(C)n2)nc(N(C)C)n1	2.8%	15.6%	0.9%	7.9%	13.8%	-6.1%	-1.0%	14.0%	-3.1%[59 µM]

Record cards (already shown). Order of values: POLB inh | APE1 inh | BLM inh | Pol kappa inh | Anesthetic bind | BAZ2B inh | POLH inh | Pol iota inh | G9a inh
CCOc1ccccc1NC(=O)N1CCCC(c2nc(-c3ccc(C)o3)no2)C1 (stereo unspecified) reads 0.1% | 4.6% | -3.8% | 2.3%[60.1 µM] | -5.9% | -5.2% | -9.3% | 5.3% | -2.8%
O=C(Nc1ccc(S(=O)(=O)NC2=NCCCCC2)cc1)c1cccc(S(=O)(=O)N2CCOCC2)c1 reads / | 20.9% | / | -1.2% | / | / | -1.9% | 69.3%[activator] | /

A portion from the list above:
SMILES	POLB inh	APE1 inh	BLM inh	Pol kappa inh	Anesthetic bind	BAZ2B inh	POLH inh	Pol iota inh	G9a inh
Cn1c(NCCO)nc2c1c(=O)n(Cc1ccccc1Cl)c(=O)n2C	8.8%	/	3.1%	-5.3%	-1.2%	-12.4%	-17.9%	17.1%	3.1%[59 µM]
COc1nc(Oc2ccc(=O)n(C)n2)nc(N(C)C)n1	2.8%	15.6%	0.9%	7.9%	13.8%	-6.1%	-1.0%	14.0%	-3.1%[59 µM]

Screening data deposited in PubChem BioAssay by National Center for Advancing Translational Sciences (NCATS).

Not all compounds are listed; rates above refer to the full screens.
